Bioassay records deposited in PubChem by several laboratories.
MsrA inhibitor = inhibits bovine methionine sulfoxide reductase A | purified bovine MsrA, absorbance read-out | inhibition, % at 15.5 µM | hit rate 0.75% among 360,000 | AID 651718; in the data active means inhibition above about 4.5%;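 further: 0% = vehicle wells with enzyme and 100% = reference inhibitor wells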
SKN-1 inh = C. elegans SKN-1 inhibition; inhibition, % at 21.8 µM; hit rate 0.49% among 360,000; C. elegans VP596 Pgst-4::GFP/RFP ratio, acrylamide-induced, 24 h;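 active means interference check ratio from 0.5 to 1.5 plus GFP to RFP signal ratio inhibition reaching or exceeding a fixed threshold, cut at about 30% in these data, passing the limit was not always enough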; further: some compounds called inactive have numbers as strong as hits
MT1-MMP act inh = blocks activation of human MT1-MMP | P50281 | HT1080 RFP-PRO-GFP cells, GFP/RFP ratio fluorescence, overnight; percent of plate control window, DMSO zero | hit rate 0.061% among 360,000 | AID 651647 | GFP/RFP ratio change, % at 20 µM;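 active means GFP/RFP ratio change of at least 30% with cell ATP level not reduced by more than half and red fluorescence within 50% of control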; further: strong numbers were not always called active
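Assay system: HT1080 RFP-PRO-GFP cells. Benchmarks: DMSO vehicle wells and RFP-L50D-GFP reporter cell wells. Times: overnight cell settling, then overnight compound exposure, 37 °C, 5% CO2. Compound: 20 µM single dose, 1% DMSO. Read-out basis: GFP/RFP fluorescence ratio.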
NRP1-CendR mod = modulators of CendR peptide binding to human neuropilin-1. AID 602438. FAM-RPARPAR peptide binding to NRP-1, fluorescence polarization. hit rate 0.85% among 360,000. inhibition, % at 25 µM. O14786;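 active means inhibition or corrected inhibition above about 18%, plus a signal ratio from 0.5 to 1.5, limit read from the data, passing the limit was not always enough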; further: strong numbers were not always called active
Target sequence (O14786 whole entry, looked up): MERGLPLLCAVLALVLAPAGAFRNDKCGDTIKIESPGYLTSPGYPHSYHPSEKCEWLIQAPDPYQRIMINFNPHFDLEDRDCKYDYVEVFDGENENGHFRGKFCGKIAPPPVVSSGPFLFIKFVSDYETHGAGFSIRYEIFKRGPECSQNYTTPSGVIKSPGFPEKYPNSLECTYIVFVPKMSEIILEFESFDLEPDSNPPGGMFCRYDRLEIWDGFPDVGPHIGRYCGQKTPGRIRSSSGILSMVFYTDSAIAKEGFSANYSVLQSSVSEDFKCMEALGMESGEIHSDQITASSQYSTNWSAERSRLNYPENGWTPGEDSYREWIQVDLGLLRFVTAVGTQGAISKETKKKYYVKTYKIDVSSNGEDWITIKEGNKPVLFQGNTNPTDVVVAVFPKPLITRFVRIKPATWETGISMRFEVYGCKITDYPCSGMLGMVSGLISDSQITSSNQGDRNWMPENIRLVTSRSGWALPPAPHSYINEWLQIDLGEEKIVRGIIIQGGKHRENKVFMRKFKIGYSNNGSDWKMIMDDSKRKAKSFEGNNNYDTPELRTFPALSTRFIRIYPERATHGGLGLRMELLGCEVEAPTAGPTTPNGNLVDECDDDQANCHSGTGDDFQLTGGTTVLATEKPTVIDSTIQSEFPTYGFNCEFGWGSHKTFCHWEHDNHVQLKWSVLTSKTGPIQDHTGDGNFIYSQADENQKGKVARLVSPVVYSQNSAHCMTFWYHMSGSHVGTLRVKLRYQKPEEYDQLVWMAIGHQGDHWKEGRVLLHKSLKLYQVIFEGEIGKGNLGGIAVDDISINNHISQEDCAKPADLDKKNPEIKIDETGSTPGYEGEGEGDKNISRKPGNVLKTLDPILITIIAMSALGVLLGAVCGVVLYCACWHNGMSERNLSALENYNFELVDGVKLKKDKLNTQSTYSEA
TbMetRS inhib = Trypanosoma brucei MetRS inhibition; purified T. brucei MetRS, ATP depletion, Kinase-Glo luminescence; inhibition, % at 11.9 µM; hit rate 0.4% among 360,000;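 active means inhibition above a per-plate cutoff of the control wells' mean inhibition plus 3 SD, cut at about 5.5% in these data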;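 further: 0% = DMSO wells median and 100% = median of wells with control inhibitor compound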
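Material: T. brucei methionyl-tRNA synthetase, purified; reagent: substrates ATP, L-methionine and bulk Escherichia coli tRNA; dosing: 11.9 µM single point; timing: 15 min plus 2 h at 25 °C; detection: luminescence of leftover ATP; evaluation: % inhibition; control set: DMSO-only wells as low control; replicates: singlicate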
E coli Lon inh = inhibits E. coli Lon protease. hit rate 0.42% among 360,000. P0A9M0. inhibition, % at 7.94 µM. AID 602123. purified E. coli Lon protease, fluorescence polarization; in the data active means inhibition above about 13%, passing the limit was not always enough;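 further: 0% = enzyme with probe and DMSO and 100% = no enzyme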
bovine MsrA act = bovine methionine sulfoxide reductase A activation; purified bovine MsrA, absorbance read-out; activation, % at 10.6 µM; hit rate 0.3% among 360,000; AID 602163; in the data active means activation above about 7.5%;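 further: 0% = vehicle and 100% = reference activator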
MLLE-PAM2 inh = inhibitors of microRNA-mediated deadenylation, human PABP1 MLLE binding; GST-MLLE / FITC-PAM2 fluorescence polarization; inhibition, % at 20 µM; hit rate 0.36% among 360,000; AID 588489; in the data active means inhibition above about 35%, passing the limit was not always enough;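 further: plate controls were DMSO wells with GST-MLLE for no effect and wells lacking GST-MLLE protein for full effect; some results filed as inactive read as strong as hits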
FAS TE block = FAS thioesterase (human) inhibition | P49327 | AID 602261 | hit rate 0.67% among 360,000 | inhibition, % at 15 µM | recombinant FAS-TE, OMFH fluorogenic substrate, fluorescence endpoint;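 active means compounds whose normalised, plate-corrected inhibition of enzyme fluorescence in the single-dose primary screen is 50% or more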;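 further: 0% = DMSO with enzyme and 100% = substrate without enzyme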
Starred values were filed as active, the others as inactive; / = no result given. No enrichment for hits, and some 4% of all compounds hit somewhere here.

SMILES	MsrA inhibitor	SKN-1 inh	MT1-MMP act inh	NRP1-CendR mod	TbMetRS inhib	E coli Lon inh	bovine MsrA act	MLLE-PAM2 inh	FAS TE block
CC12CC3CC(C)(C1)CC(C(=O)NCc1ccncc1)(C3)C2	-0.6	12	-4	-1	2.7	-10	-1	19	0
COc1ccc(-c2cc(C(F)(F)F)nc(SCCC(=O)N3CCOCC3)n2)cc1	0.6	17	-2	1	-0.3	-2	-3	0	5
O=C(C1=C(O)C(=O)N(CCN2CCOCC2)C1c1cccc([N+](=O)[O-])c1)c1cc2ccccc2o1 (stereo unspecified)	1.5	12	3	10	-0.2	2	-1	13	2
COc1ccc(C(=O)COC(=O)CCN2C(=O)C3C4CCC(C4)C3C2=O)cc1 (stereo unspecified)	0.4	9	5	8	-0.9	-4	0	-4	-8
CCc1nnc(NC(=O)/C=C/c2cccs2)s1	0.5	3	8	7	-0.5	0	-2	-2	-2
Cc1nccn1CC(O)Cn1c2ccccc2c2ccccc21 (stereo unspecified)	-0.5	16	9	15	-0.6	9	0	-12	2
Cn1c2ccc(F)cc2c2nnc(NN)nc21	0.8	-1	12	11	3.4	-5	-3	-13	1
Cc1cc(C)n(-c2nc3ccccc3c(=O)n2OC2CCCCC2)n1	2.0	-6	-1	-4	-1.9	-9	-11	11	-4
CC(C)c1ccc(C(C(=O)NC(C)(C)C)N(C(=O)CNC(=O)c2ccco2)c2cccnc2)cc1 (stereo unspecified)	0.1	0	0	-6	-0.1	-7	0	-3	-2
O=C(O)C12C3CCC(O3)C1(C(=O)O)C1CCC2O1 (stereo unspecified)	-0.1	3	13	-7	-0.1	-11	1	-3	-2
CCOc1cccc(NC(=O)Cn2nc(-c3ccc4c(c3)OCCO4)ccc2=O)c1	-0.2	0	0	-14	-0.2	10	1	0	5
O=C(c1ccc(CS(=O)Cc2ccccc2Cl)o1)N1CCN(c2cccc(Cl)c2)CC1 (stereo unspecified)	1.5	10	-1	-19	0.4	4	-2	-1	12
Cc1ccc(C)c(OCCC(=O)OCC(=O)Nc2cc(S(=O)(=O)N3CCOCC3)ccc2C)c1	1.0	13	2	4	-0.3	5	3	-14	7
Cc1nnc(NC(=O)CSc2nc(C(C)C)nc3ccccc23)s1	-0.3	10	-1	5	-0.3	-17	-5	37*	-6
COc1ccc(NC(=O)CSc2nnc(N)s2)cc1S(=O)(=O)N1CCCCC1	0.2	-10	5	-13	-0.4	-2	2	-18	-2
C[C@@H]1CN([C@@H](C)CO)C(=O)CCCn2nncc2CO[C@@H]1CN(C)C(=O)c1cc(-c2ccccc2)on1	1.1	1	0	-8	0.6	1	0	1	-5
CC(=O)Nc1nc(C)c(-c2nc3ccc([N+](=O)[O-])cc3[nH]2)s1	1.9	13	7	2	-0.1	-12	-2	-11	14
O=C(CN1CCC(n2nnc3cc(C(F)(F)F)ccc32)CC1)Nc1ccc2c(c1)CCC2	-1.2	-2	1	0	-1.0	-4	-4	15	31
CCn1c(SC)nnc1-c1c[nH]c2ccccc12	-0.3	-17	0	22	0.8	-3	-1	-16	-4
Cc1cc(C)n(-c2cc(C)c(C)cc2Br)n1	0.1	10	-5	-4	0.0	1	-1	2	2
CCCCn1nnnc1C1(C)CCC(=O)N1Cc1cccc(F)c1 (stereo unspecified)	-0.1	3	3	5	-1.1	2	-5	/	-7
O=c1c(-c2cccs2)nc2ccccc2n1C(c1ccccn1)c1nc2ccccc2[nH]1 (stereo unspecified)	2.2	4	0	12	0.0	/	/	/	/
COc1ccc(NC(=O)Nc2nnc(-c3cccs3)s2)cc1	-0.5	-3	2	4	-1.6	11	-15	5	-2
Cc1cc2occ(CC(=O)NC3CCCc4ccccc43)c2cc1C (stereo unspecified)	-0.7	8	-6	1	-1.2	3	-12	-4	10
O=C(NCC1CCCO1)c1ccc(NC(=O)c2cccc(Br)c2)cc1 (stereo unspecified)	0.3	10	3	-2	0.2	-6	-4	-8	-1
CCOc1cc(/C=N/N=C(/N)c2nonc2N)cc(Br)c1OCc1ccc(Cl)cc1	0.8	6	-4	1	-0.5	-2	-2	-1	15
Cc1ccc(S(=O)(=O)c2cc3c(=O)n4ccccc4nc3n(C3CCCCC3)c2=N)cc1	-0.2	9	4	5	0.0	-1	-5	-6	46
CC(O)(CS(=O)(=O)Cc1cccc(C(F)(F)F)c1)C(=O)Nc1cccc(C(F)(F)F)c1 (stereo unspecified)	0.7	-4	9	-7	0.0	-6	-1	-2	11
O=C(CCCOC(=O)c1ccc(O)cc1O)c1ccccc1	-0.3	8	-2	13	-0.2	-5	-3	12	3
CC(C)(C)c1ccc(-c2noc(CCC(=O)NCC3CCCO3)n2)cc1 (stereo unspecified)	0.6	2	4	-10	-1.7	-2	-10	-13	-3
Cn1c(=O)c(-c2ccccc2)cc2ccccc21	0.0	4	-2	-18	0.3	0	-1	2	-7
O=C1NC[C@H](Cc2ccccc2)N(C[C@H]2CCCN2C[C@H](Cc2ccccc2)N2C[C@H](Cc3ccc(O)cc3)N(CCc3ccccc3)C(=O)C2=O)C1=O	2.2	1	0	0	0.5	-3	-1	-7	8
O=S(CC(O)COCc1ccc(Cl)cc1)c1ccccn1 (stereo unspecified)	-0.4	22	1	0	-0.7	4	-2	7	-6
CC(=O)Nc1ccc(-c2ccnc3c2CC(C)(C(=O)Nc2cccc(C(C)=O)c2)O3)cc1 (stereo unspecified)	1.6	0	1	0	0.6	-1	-2	6	6
N#C/C(=C\c1ccco1)C(=O)Nn1cnnc1	7.5*	11	0	2	-1.0	6	-11	3	-6
CC12CN3CCN(CC(C3)C1(O)CN1CCCCC1)C2 (stereo unspecified)	-1.0	-12	-10	21	-0.7	-15	-3	-4	0
COc1ccc(/C=C/C(=O)NCCn2c(C)cc3ccccc32)cc1OC	2.7	-3	4	14	0.0	5	-9	13	10
O=C(Nc1ccc2c(c1)OCO2)c1cnn2c1NC(c1ccco1)CC2C(F)(F)F (stereo unspecified)	1.8	13	-3	0	-0.5	-5	-13	3	-7
COc1cccc(NC(=O)CN2CCN(c3nc(-c4cccc(OC)c4)cs3)CC2)c1	-0.1	-1	2	-2	-1.1	-2	-5	-6	23
Cc1nc(C(F)(F)F)ccc1C(=O)N1CCC1(C)C(=O)NCc1cccs1 (stereo unspecified)	-0.6	-3	0	-1	-0.1	3	-2	12	-10
Cc1oc2ccc(OCc3cccc(Cl)c3)cc2c1C(=O)O	0.5	-2	2	-1	-0.2	-1	-3	12	-1
O=C(CS(=O)CC(=O)N(CC(=O)NC1CCCC1)C1CCCC1)Nc1ccc(F)cc1 (stereo unspecified)	1.2	14	-1	7	-1.0	10	-10	8	-7
Nc1ccn([C@@H]2O[C@H](C(=O)NCc3ccc4c(c3)OCO4)[C@@H](O)[C@H]2O)c(=O)n1	0.2	-9	3	26*	-0.5	-9	-4	5	-9
CC(C(=O)Nc1ccc(Cl)cc1)N(C)Cc1cccs1 (stereo unspecified)	-0.9	29	3	3	-0.8	-7	0	0	11
Nc1c(N(Cc2ccccc2)C(=O)CCc2ccccc2)c(=O)[nH]c(=O)n1Cc1ccccc1	0.0	14	0	-23	-0.3	7	-1	-19	-1
COc1ccc2oc(C(=O)OC(C)C(=O)N3CCC(C)CC3)c(C)c2c1 (stereo unspecified)	-0.7	9	2	0	0.1	0	-10	1	-2
CC(C)(C)OC(=O)N1CCCN(C(=O)Nc2ccccc2)CC1	-1.2	12	1	0	2.4	0	-1	12	-2
C=CCOc1cccc(C(=O)/C=C2/C(=O)Nc3ccccc32)c1	0.3	9	-15	-21	0.9	-29	-2	-3	-1
CCOC(=O)C1Nc2ccc(OC(F)(F)F)cc2C2C=CCC12 (stereo unspecified)	0.5	-7	6	-9	-0.1	-10	-11	18	1
COC1=CC(=O)OC(c2cccc([N+](=O)[O-])c2)C1 (stereo unspecified)	0.0	9	4	14	-0.1	/	/	/	/

In the list so far, these have a furan ring, fused or not:
SMILES	MsrA inhibitor	SKN-1 inh	MT1-MMP act inh	NRP1-CendR mod	TbMetRS inhib	E coli Lon inh	bovine MsrA act	MLLE-PAM2 inh	FAS TE block
O=C(C1=C(O)C(=O)N(CCN2CCOCC2)C1c1cccc([N+](=O)[O-])c1)c1cc2ccccc2o1 (stereo unspecified)	1.5	12	3	10	-0.2	2	-1	13	2
CC(C)c1ccc(C(C(=O)NC(C)(C)C)N(C(=O)CNC(=O)c2ccco2)c2cccnc2)cc1 (stereo unspecified)	0.1	0	0	-6	-0.1	-7	0	-3	-2
O=C(c1ccc(CS(=O)Cc2ccccc2Cl)o1)N1CCN(c2cccc(Cl)c2)CC1 (stereo unspecified)	1.5	10	-1	-19	0.4	4	-2	-1	12
Cc1cc2occ(CC(=O)NC3CCCc4ccccc43)c2cc1C (stereo unspecified)	-0.7	8	-6	1	-1.2	3	-12	-4	10
N#C/C(=C\c1ccco1)C(=O)Nn1cnnc1	7.5*	11	0	2	-1.0	6	-11	3	-6
O=C(Nc1ccc2c(c1)OCO2)c1cnn2c1NC(c1ccco1)CC2C(F)(F)F (stereo unspecified)	1.8	13	-3	0	-0.5	-5	-13	3	-7
Cc1oc2ccc(OCc3cccc(Cl)c3)cc2c1C(=O)O	0.5	-2	2	-1	-0.2	-1	-3	12	-1
COc1ccc2oc(C(=O)OC(C)C(=O)N3CCC(C)CC3)c(C)c2c1 (stereo unspecified)	-0.7	9	2	0	0.1	0	-10	1	-2
